RXFP1 antag – blocks the human relaxin receptor RXFP1. AID 1259400. HEK293-RXFP1, relaxin-stimulated cAMP HTRF, 30 min; active compounds read low. activity change, negative = inhibition, % at 57.5 µM. Q9HBX9. 350,000 tested, 0.59% active;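 active means activity change of -60% or lower, but not beyond a set lower limit; inconclusive means change between -60% and -40%, or beyond the set limit; inactive means change above -40%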; further: on the % scale 0 is the no-effect control and ±100 the full control effect
Target sequence (Q9HBX9 whole entry, looked up): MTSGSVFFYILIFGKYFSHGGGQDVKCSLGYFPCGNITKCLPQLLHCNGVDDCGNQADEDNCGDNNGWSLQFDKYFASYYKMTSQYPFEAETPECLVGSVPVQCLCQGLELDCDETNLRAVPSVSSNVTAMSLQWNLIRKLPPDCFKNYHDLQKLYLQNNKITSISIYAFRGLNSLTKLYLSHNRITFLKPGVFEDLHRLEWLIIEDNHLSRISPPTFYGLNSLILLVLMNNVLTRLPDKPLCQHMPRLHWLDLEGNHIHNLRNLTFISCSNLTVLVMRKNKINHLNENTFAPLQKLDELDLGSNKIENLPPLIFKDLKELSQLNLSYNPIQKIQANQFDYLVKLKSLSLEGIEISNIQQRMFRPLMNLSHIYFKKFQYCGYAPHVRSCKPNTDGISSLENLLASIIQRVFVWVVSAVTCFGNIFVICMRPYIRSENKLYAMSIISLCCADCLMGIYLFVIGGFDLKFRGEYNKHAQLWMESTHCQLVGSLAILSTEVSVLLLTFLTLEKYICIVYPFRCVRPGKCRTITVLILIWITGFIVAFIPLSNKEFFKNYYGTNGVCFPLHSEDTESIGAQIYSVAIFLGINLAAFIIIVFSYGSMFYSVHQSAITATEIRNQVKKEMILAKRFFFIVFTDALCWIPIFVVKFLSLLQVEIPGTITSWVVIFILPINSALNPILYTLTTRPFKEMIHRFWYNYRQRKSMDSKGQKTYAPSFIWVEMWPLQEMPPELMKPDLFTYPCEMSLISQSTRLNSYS
POLH inh – blocks human DNA polymerase eta activity. Q9Y253. recombinant Pol eta, fluorescent DNA replication assay. Potency, µM (doses to about 114 µM), for inactives: at the highest dose activity change, negative = inhibition, usual class: inhibitors. 390,000 tested, 1.2% active. AID 588591; further: potency means the concentration at half of the fitted maximal effect; on the % scale 0 is the no-effect control and ±100 the full control effect
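Pol eta at 10 nM preincubated with compounds 15 min at room temperature; reaction started with fluorescent substrate (50 nM final) and read kinetically at 0 and 10 min.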
POLI inh – blocks human DNA polymerase iota activity; Q9UNA4; 390,000 tested, 1% active; Potency, µM (doses to about 115 µM), without a hit: at the top dose activity, negative = inhibition, most hits filed as inhibitors; Pol iota fluorescent replication assay, 10 min; AID 588590; further: potency means the concentration at half of the fitted maximal effect
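Fluorescent replication assay read twice, at 0 min and 10 min after adding 50 nM (final) substrate. Enzyme (10 nM) and compounds were first incubated 15 min at room temperature; enzyme-free buffer wells were negative controls.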
Apoferritin bind – candidate novel general anesthetic via apoferritin binding. Potency, µM (titrated, usually from 77.5 µM), for the others: at the top dose activity change, negative = displacement, most hits filed as inhibitors. apoferritin/1-aminoanthracene competitive binding, fluorescence. 350,000 tested, 0.074% active. P02791. AID 485281; further: potency means the concentration at half of the fitted maximal effect; on the % scale 0 is the no-effect control and ±100 the full control effect; nearly all actives have a fitted effect of over 20% in size
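Horse-spleen apoferritin (10 uM) in 50% saturated 1-aminoanthracene in PBS was incubated 10 min at room temperature with compound. Fluorescence (ex 380, em 535 nm) was normalized to free and bound 1-AMA, with concentration-response fitted by a four-parameter Hill equation.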
APEX1 inh – blocks human APE1 abasic DNA cleavage. P27695. recombinant APE1, TAMRA/BHQ-2 abasic DNA cleavage fluorescence. Potency, µM (top dose mostly 65.8 µM), inactives show at the top dose activity change, negative = inhibition, actives largely listed as inhibitors. 350,000 tested, 0.35% active;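 further: potency means the concentration at half of the fitted maximal effect; plate controls were vehicle for no effect and reference inhibitor for full effect; nearly all actives have a fitted effect of over 55% in size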
Target sequence (P27695 whole entry, looked up): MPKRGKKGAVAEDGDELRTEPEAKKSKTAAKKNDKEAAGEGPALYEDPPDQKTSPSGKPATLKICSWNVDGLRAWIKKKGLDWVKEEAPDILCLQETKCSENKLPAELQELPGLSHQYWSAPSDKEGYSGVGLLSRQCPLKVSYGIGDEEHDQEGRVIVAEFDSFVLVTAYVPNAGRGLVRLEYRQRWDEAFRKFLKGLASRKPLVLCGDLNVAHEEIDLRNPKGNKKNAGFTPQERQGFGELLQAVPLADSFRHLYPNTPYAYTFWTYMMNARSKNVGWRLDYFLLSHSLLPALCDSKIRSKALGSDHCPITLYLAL
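0.75 nM APE1 + cpd, 15 min RT; start w/ 50 nM TAMRA/BHQ-2 THF-abasic dsDNA; kinetic fluor 525/598 nm ×3 reads @60 s; Δ(read3−read1); normalized to DMSO and NSC13755 control wells.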
Pol beta inh – DNA polymerase beta (human) inhibition; P06746; Pol beta primer extension/strand displacement, fluorescence kinetic; Potency, µM (titrated, usually from 114 µM), for inactives: at the highest dose activity change, negative = inhibition, hits mostly inhibitors; 340,000 tested, 1.3% active; further: potency means the concentration at half of the fitted maximal effect; on the % scale 0 is the no-effect control and ±100 the full control effect
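Human Pol beta at 10 nM; strand-displacement substrate 50 nM final. Compound exposure 15 min at room temperature before start, reaction 10 min at room temperature.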
POLK inh – blocks human DNA polymerase kappa activity; Potency, µM (highest dose often 107 µM), for the others: top-dose activity, negative = inhibition, hits mostly inhibitors; purified Pol kappa, fluorescent DNA synthesis assay, 10 min; 400,000 tested, 0.53% active; Q9UBT6; further: potency means the concentration at half of the fitted maximal effect; on the % scale 0 is the no-effect control and ±100 the full control effect
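10 nM Pol kappa preincubated 15 min at room temperature with compounds, then reaction started with substrate at 50 nM final. Fluorescence read kinetically at 0 and 10 min; buffer-only wells served as negative control.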
Tb PGK inh – T. brucei PGK inhibition | PGK/GAPDH coupled, Kinase-Glo luminescence, 60 min | Potency, µM (doses to about 57.5 µM), inactives show top-dose activity change, negative = inhibition, usual class: inhibitors | 380,000 tested, 0.043% active | AID 602233; further: potency means the concentration at half of the fitted maximal effect; on the % scale 0 is the no-effect control and ±100 the full control effect; nearly all actives have a fitted effect of over 60% in size
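Luminescent ATP detection (Kinase-Glo Plus) follows a 60-minute room-temperature incubation, with wells lacking PGK as controls. Buffer: 100 mM TEA (pH 7.6), 5 mM MgCl2, 0.01% Tween-20. Coupling enzyme GAPDH (100 nM final) supplies unstable 1,3-BPG in-well.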
BLM inh – Bloom syndrome helicase (human) inhibition; P54132; recombinant BLM DNA unwinding, fluorescence dequenching; Potency, µM (highest dose often 56.1 µM), for inactives: at the highest dose activity change, negative = inhibition, actives largely listed as inhibitors; 350,000 tested, 0.2% active;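 further: potency means the concentration at half of the fitted maximal effect; plate controls were vehicle for no effect and no enzyme for full effect; nearly all actives have a fitted effect of over 35% in size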
* marks the source's active call; other numbers are inactive results; i = inactive; ? = inconclusive; / = not tested or not shown; & = joins results of further samples; [ ] = another dose, or the depositor's remark. Unless noted, the call rests on the fitted dose curve; in most records, active means well fitted curve in the direction sought with a large enough effect; inconclusive means small, poorly fitted or top-dose-only effect, or another doubt; inactive means no such curve, though single readings can be large; an effect the other way counts as inactive or inconclusive.

The line under a structure holds: POLI inh, RXFP1 antag, POLH inh, APEX1 inh, Apoferritin bind, POLK inh, BLM inh, Pol beta inh, Tb PGK inh
CCOC(=O)[C@@H]1[C@H]2COc3cc(OC)ccc3[C@H]2N2C(=O)N(c3cccc(F)c3)C(=O)[C@]12C
 : 13%, /, -10%, -12%, /, -4%, /, /, -5%
CCc1ccc(S(=O)(=O)Nc2ccc3oc(C)c(C(=O)OCCOC)c3c2)cc1
 : -3%, -20, -23%, /, 3%, -16%, -13%, -2%, -5%
Cc1cc(C)nc(/N=C/c2c(O)n(C)c(=O)n(C)c2=O)n1
 : /, /, /, -4%, -13%, /, -2%, 13%, /
O=C(N/N=C/c1cccs1)c1cccc(S(=O)(=O)Nc2ccc(Cl)cc2)c1
 : 9%, ?, -16%, 0%, -14%, -6%, -15%, -30%, i
CN1N=C(C(C)(C)C)CSC1=Nc1ccccc1
 : 49%[activator], -15, -21%, -1%, -14%, 1%, -10%, -20%, -1%
COc1ccc(CC(=O)Nc2ccc(F)c(F)c2F)cc1S(=O)(=O)N1CCOCC1
 : 41%[activator], 1, -22%, 14%, /, -1%, /, /, 10%
Cc1c(OCC(=O)N2CCC(C(=O)O)CC2)ccc2c3c(c(=O)oc12)CCC3
 : 2%, /, -9%, 16%, -3%, 6%, -6%, -4%, -2%
COc1cc(/C=N/Nc2nc(Nc3ccccc3)nc(N3CCOCC3)n2)ccc1OC(=O)c1ccco1
 : 29%, -15, -9%, -2%, -12%, 0%[60.1 µM], -9%, 36%, -8%
N#Cc1ccc(C(=O)NC2CCCCCCC2)cc1
 : 40%[activator], 12, -18%, 2%, 2%, 10%, -1%, 49%, i
COc1cc(/C=C2\SC(=S)N(CCC(=O)N3CCCCC3)C2=O)cc(OC)c1OC
 : 167%[activator], -10, -20%, 8%, -1%, -16%, -5%, 0%, -2%
OCCNC(=S)Nc1cccc(Cl)c1Cl
 : 1%, -3, -1%, -8%, 2%, -2%, 2%, 60%, -8%
Cc1csc(NC(=O)Nc2ccc(Cl)cc2)n1
 : ?, -8, ?, 3%, -10%, -35%, -11%, 28µM*, i
CC(N=C1CC(C)(C)CC(=O)/C1=C(/O)CCCN1C(=O)c2ccccc2C1=O)C(=O)O (stereo not given)
 : 24%, -2, -12%, -5%, -7%, -4%, 1%, -8%, -3%
CCc1ccc(NC(=S)N(CCC(C)C)C2CCN(C(C)=O)CC2)cc1
 : -10%, -6, -17%, -4%, -6%, -2%, -1%, 10%, -2%
O=C1CCC(=O)N1CNc1cccnc1
 : 0%, 8, -3%, 0%, -6%, -8%, 1%, -21%, 5%
COc1cccc(OC)c1C(=O)Nn1c(-c2cccc(C)c2)nc2ccccc2c1=O
 : 69%[activator], -9, 16%, 7%, -7%, 4%, -6%, 41%, 4%
CN1CCN(C(=O)c2ccccc2NC(=O)COc2ccccc2Cl)CC1
 : -6%, 6, -19%, 37%[activator], -6%, -25%, 2%, -26%, -2%
Cc1c(C(=O)O)cccc1-n1c(C)cc(/C=N/NC(=O)c2cc3ccccc3o2)c1C
 : ?, -5, ?, 0%, -4%, -5%[60.1 µM], -1%, 0%, -11%
Cn1cnnc1Sc1cc(N2CCN(S(=O)(=O)c3ccccc3)CC2)ccc1[N+](=O)[O-]
 : -6%, -7, -6%, -3%, -20%, -3%[60.1 µM], -1%, 3%, -8%
CNc1nc(-c2ccccc2)nc(-c2ccc(OC)cc2)c1C#N
 : 40%[activator], 9, 0%, -7%, -2%, -4%, 0%, -25%, 4%
Cn1c(SCC(=O)c2ccc3c(c2)OCO3)nnc1C1COc2ccccc2O1 (stereo not given)
 : -10%, -12, -9%, -2%, 8%, -4%, 2%, -24%, -7%
CC#CC(=O)N1CCCC(Cc2cccc(OC)c2)(C(=O)OCC)C1 (stereo not given)
 : 29%, -6, -2%, -5%, -1%, -4%, 1%, 3%, -1%
CCOC(=O)c1ccc(CN(Cc2ccccc2C)S(=O)(=O)c2ccc(C(C)(C)C)cc2)cc1
 : 8%, -6, -12%, /, 47%[activator], -11%[60.1 µM], -5%, 0%, 0%
COc1ccc(Cc2nnc(NC(=O)c3ccccc3F)s2)cc1
 : 119%[activator], 1, 2%, -1%, ?, -7%, -3%, -1%, i
O=C(OCc1nnc(-c2ccccc2)o1)c1cc([N+](=O)[O-])ccc1Cl
 : 82%[activator], -2, 4%, -9%, -8%, -8%, 0%, 16%, -7%
CC(OC(=O)CCCc1nc2ccccc2s1)C(=O)NC(N)=O (stereo not given)
 : 7%, -21, -9%, -8%, 6%, -11%, -3%, 2%, i
COc1ccc(-c2c(C)nc3c(-c4ccccn4)cnn3c2N)cc1
 : 31%[activator], -13, -5%, 14%, -9%, -8%, -17%, -4%, -4%
COc1ccc(-c2ccc3c(N)c(C(=O)c4ccc(OC)c(OC)c4)sc3n2)cc1
 : -10%&5%, 0&-1, ?, 1%, -12%&-11%, -15%&4%, -13%&-13%, 0%&9%, 3%&-2%
O=C1c2ccccc2C(=O)C1c1ccnc2ccccc12
 : ?, 9, ?, -4%, -2%, 9%, -14%, 25%, -10%
COc1cc(OC)cc(C(=O)NCc2ccc3c(c2)OCO3)c1
 : 170%[activator], 11, -13%, 49%, -1%, -40%, -3%, -16%, -12%
CCc1ccc(N2CC(C(=O)Nc3nccs3)CC2=O)cc1 (stereo not given)
 : -1%, -4, -6%, 2%, ?, -8%, -5%, -14%, -6%
N#CCCN(Cc1cccnc1)C(=S)NC(=O)c1ccc(S(=O)(=O)N2CCCC2)cc1
 : 135%[activator], -14, -8%, 2%, -3%, -19%, -4%, 10%, i
O=C(NCc1cccc(C(F)(F)F)c1)c1cc(Cl)cc(Cl)c1
 : 32%[activator], 0, -21%, -1%, -14%, -7%, 1%, -20%, -4%
COc1ccc(C(=O)NCc2ccccc2OC)cc1
 : 16%, -2, -19%, 16%, -2%, 0%, -9%, 1%, 3%
CCCCn1nnc(NC(=S)NC(=O)c2ccc(OCC)c([N+](=O)[O-])c2)n1
 : -3%, -15, -18%, 8%, ?, -27%, -5%, -1%, -6%
CCN(CC(=O)Nc1ccc(C(C)=O)cc1)CC(=O)Nc1ccccc1C(F)(F)F
 : 14%, -11, -13%, ?, -9%, -20%, -1%, -16%, -1%
CCN(CC(=O)NC(=O)NCc1ccccc1)Cc1ccccc1
 : -9%, 2, -10%, -1%, -13%, 1%, -2%, 18%, -4%
COc1ccc(N2CCN(C3CCCN(C(=O)CCN4CCCCO4)C3)CC2)cc1 (stereo not given)
 : 23%, 8, -7%, 11%, -5%, -5%, 1%, 11%, 1%
COc1cc(NC(=O)CCS(=O)(=O)c2ccc3nc(C)sc3c2)cc(OC)c1OC
 : -13%, -19, 0%, -3%, 3%, -9%, -2%, 16%, -6%
O=C(Cn1cc(C(F)(F)F)ccc1=O)Nc1ccccc1
 : 57%[activator], 0, -16%, ?, -10%, -17%, 0%, 9%, -2%
CCOC(=O)C1C(=O)C(C(=O)OCC)C(c2cccnc2)NC1c1cccnc1 (stereo not given)
 : 7%, -5, 8%, -2%, 55%[activator], 3%, 0%, 2%, 0%
COc1ccc(C2/C=C\CN(CC3CC3)CC(=O)N2Cc2ccc(F)cc2)cc1 (stereo not given)
 : 13%, /, -15%, -5%, -14%, 9%, 0%, -16%, i
CCN1C(=O)c2ccccc2Sc2ccc(NC(=O)Cc3ccc(OC)cc3)cc21
 : -10%, -11, -5%, /, 0%, -6%[60.1 µM], -9%, 1%, -13%
Cc1ccc(NC(=O)CSc2nc3ccccc3nc2Cc2ccccc2)c(C)c1
 : 28%, /, -16%, /, 2%, 0%[60.1 µM], -1%, 0%, -9%
Cc1ccc(-c2cc(C(=O)NC3=NCCS3)c3cc(Br)ccc3n2)o1
 : /, /, /, 0%, -6%, /, 4%, 79µM*, /
COc1ccc(-n2nnc3c(=O)n(CC(=O)OCc4ccccc4)cnc32)cc1
 : 11%, 10, -4%, -8%, -2%, -10%, -2%, -5%, i
c1ccc(Oc2ccc3ccccc3n2)cc1
 : 60%[activator], -7, -2%, -2%, ?, -1%, -3%, 27%, -5%
COCCCN1C(=O)c2ccc(C(=O)N3CCN(c4ccccc4OC)CC3)cc2C1=O
 : 23%, -6, -8%, 72%[activator], -9%, 15%, 1%, -2%, -1%
Cc1cc(Cl)ccc1Oc1cccc(C(=O)/C(C#N)=C/N(C)C)c1
 : ?, -15, -13%, -2%, ?, -4%, -4%, -11%, 0%
NS(=O)(=O)c1ccc(N2CCN(CCOc3ccc(Cl)cc3)CC2)nc1
 : 47%[activator], -3, -2%, 8%, -10%, -5%, 2%, 23%, 12%
Cc1ccccc1S(=O)(=O)NCC1CCCO1 (stereo not given)
 : 59%[activator], -5, 3%, 15%, -11%, -8%, -4%, 7%, -8%
COc1ccc(-n2nnnc2CNC(=O)c2ccc(S(=O)(=O)N3CCOCC3)cc2)cc1
 : ?, -6, 2%, 47%, /, -26%, /, /, 9%
CC(C)(C)C(=O)Nc1ccc2c(c1)OCCOCCOc1cc(NC(=O)C(C)(C)C)ccc1OCCOCCO2
 : 41%[activator], -14, -11%, -1%, -7%, -4%, -2%, 12%, 10%
COc1ccc(C2=CSC3=NCCN23)cc1Cl
 : 20%, -7, -5%, 51%[activator], -15%, -4%, 0%, ?, -10%
COC(=O)CN1C(=S)N(c2ccc(Cl)cc2)C(=O)C1CC(=O)Nc1ccc(Cl)cc1 (stereo not given)
 : 10%, -31, -28%, 10%, ?, -7%, -22%, 1%, 1%
COc1ccccc1NC(=S)N(CCN1CCCCCC1)Cc1cccs1
 : 64%[activator], -16, -6%, -1%, -7%, -17%, -3%, -13%, 1%

Compound profiles (already shown). Screens in order: POLI inh	RXFP1 antag	POLH inh	APEX1 inh	Apoferritin bind	POLK inh	BLM inh	Pol beta inh	Tb PGK inh
Cc1csc(NC(=O)Nc2ccc(Cl)cc2)n1 is listed with ?	-8	?	3%	-10%	-35%	-11%	28µM*	i
OCCNC(=S)Nc1cccc(Cl)c1Cl is listed with 1%	-3	-1%	-8%	2%	-2%	2%	60%	-8%

Source: PubChem BioAssay

A portion of the library; count on the stated rates, not on these rows.
